Compound activity: PubChem, several laboratories
Myeloid diff MLP: promotes myeloid progenitor differentiation. ER-HoxA9 myeloid progenitors, lysozyme-GFP differentiation, flow cytometry. calls only at 10 µM. hit rate 1% among 360,000. AID 624256;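 active = normalized GFP-positive differentiation at or above the plate's own cutoff, the solvent-only control mean plus 3 SD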;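 also: cells exposed to compound for four days before flow analysis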
UTI89 phage lysis: inhibition of K1F phage lysis, E. coli UTI89, bacterial capsule biogenesis inhibitors, alamar blue (AID 488966); E. coli UTI89 K1F phage lysis, alamar blue, 2 h; higher % means a stronger effect; inhibition, % at 100 µM, or IC50 in µM where a hit was titrated; hit rate 0.02% among 340,000;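 active = phage lysis inhibition, versus mean bacterial control, above a set limit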;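 also: capsule biogenesis inhibitors block K1F phage lysis so surviving cells raise fluorescence; higher fluorescence means more inhibition of phage lysis; actives were called in the ten point dose series up to 300 µM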
Myeloid diff MLP GFP+ MAC1+ %: also measured in Myeloid diff MLP; calls as there; GFP+ MAC1+ double positive, %; measured here: differentiation confirmed by MAC1 staining
An asterisk follows results filed as active; [ ] = dose if it differs, or a comment. Only part of the results is shown (hit frequency here may not be typical).

Results for Cc1ccc(C2=NCCn3nc4cc([N+](=O)[O-])ccc4c32)cc1 ?
Myeloid diff MLP: inactive; UTI89 phage lysis: -2.2%; Myeloid diff MLP GFP+ MAC1+ %: 1.6

How did O=[N+]([O-])c1csc2ccccc12 do in these assays?
Myeloid diff MLP: inactive; UTI89 phage lysis: -1.6%; Myeloid diff MLP GFP+ MAC1+ %: 1.2

How did O=C(O)CCN1C(=O)c2ccccc2Sc2ncccc21 do in these assays?
Myeloid diff MLP: inactive; UTI89 phage lysis: 0.3%; Myeloid diff MLP GFP+ MAC1+ %: 0.3

How did CC(C)[C@H](NC(=O)c1ccccc1F)C(=O)OCC(=O)NC1CC1 do in these assays?
Myeloid diff MLP: inactive; UTI89 phage lysis: 0.9%; Myeloid diff MLP GFP+ MAC1+ %: 0.9

What do the screens show for `Cc1ccc(NC(=O)CN(C)C(=O)COc2ccccc2-c2ccccc2)cc1`?
Myeloid diff MLP: inactive; UTI89 phage lysis: -1.7%; Myeloid diff MLP GFP+ MAC1+ %: 1.3

How did COc1ccc(-c2oc(=O)c3cc(OC)c(OC)cc3c2/C=C/c2ccc(F)cc2)cc1 do in these assays?
Myeloid diff MLP: inactive; UTI89 phage lysis: 0.5%; Myeloid diff MLP GFP+ MAC1+ %: 1.9

How did CC(C)C[C@@H](CN)NC(=O)c1nc[nH]c1C(=O)N[C@@H](CC(C)C)C(=O)CNC[C@H](C)NC(=O)c1nc[nH]c1C(=O)N[C@@H](CC(C)C)C(=O)O do in these assays?
Myeloid diff MLP: inactive; UTI89 phage lysis: 0.1%; Myeloid diff MLP GFP+ MAC1+ %: 0.3

Results for CCNC(=O)NC(=O)CSc1ccc(S(=O)(=O)N2CCCCC2)cn1 ?
Myeloid diff MLP: inactive; UTI89 phage lysis: 0.6%[50 µM]; Myeloid diff MLP GFP+ MAC1+ %: 2.0

How did COc1ccc(C(=O)c2ccc(C)cc2)c(OC)c1OC do in these assays?
Myeloid diff MLP: inactive; UTI89 phage lysis: -1.1%; Myeloid diff MLP GFP+ MAC1+ %: 1.2

Results for Nc1c(NC=O)c(=O)n(Cc2ccccc2)c(=O)n1Cc1ccccc1 ?
Myeloid diff MLP: inactive; UTI89 phage lysis: 0.6%; Myeloid diff MLP GFP+ MAC1+ %: 0.5

How did COc1ccc(NC(=S)NC(=O)c2cncc(Br)c2)cc1 do in these assays?
Myeloid diff MLP: inactive; UTI89 phage lysis: -0.7%; Myeloid diff MLP GFP+ MAC1+ %: 0.3

What do the screens show for `CC(COc1ccc(/C=C/c2ccccc2)cc1)[N+](C)(C)C` (stereo unspecified)?
Myeloid diff MLP: inactive; UTI89 phage lysis: 7.0%; Myeloid diff MLP GFP+ MAC1+ %: 0.9

How did CCC(=O)Nc1ccc(S(=O)(=O)N2CCC(c3nc4ccccc4[nH]3)CC2)cc1 do in these assays?
Myeloid diff MLP: inactive; UTI89 phage lysis: 1.0%[50 µM]; Myeloid diff MLP GFP+ MAC1+ %: 0.4

How did O=C(C[C@@H]1C/C=C\C[C@H](Cc2ccc(F)cc2)C(=O)OC[C@@H](Cc2c[nH]c3ccccc23)NC1=O)NCCO do in these assays?
Myeloid diff MLP: inactive; UTI89 phage lysis: 1.1%; Myeloid diff MLP GFP+ MAC1+ %: 1.3

Results for CN1OC[C@@H]2CN[C@H](c3cccc(-c4ccccc4)c3)C[C@@H]21 ?
Myeloid diff MLP: inactive; UTI89 phage lysis: 0.2%; Myeloid diff MLP GFP+ MAC1+ %: 2.2

What do the screens show for `COc1ccc(C(=O)NNC(=O)CSc2nnc3ccccn23)cc1OC`?
Myeloid diff MLP: inactive; UTI89 phage lysis: 2.5%; Myeloid diff MLP GFP+ MAC1+ %: 0.2

Results for CCCCn1c(N)c(N(CCC(C)C)C(=O)c2ccc(-c3ccc([N+](=O)[O-])cc3)o2)c(=O)[nH]c1=O ?
Myeloid diff MLP: inactive; UTI89 phage lysis: -0.3%[50 µM]; Myeloid diff MLP GFP+ MAC1+ %: 1.0

What do the screens show for `CCC(C)N(C(=O)CN1C(=O)NC2(CCc3ccccc32)C1=O)C1CCS(=O)(=O)C1` (stereo unspecified)?
Myeloid diff MLP: inactive; UTI89 phage lysis: 1.8%[50 µM]; Myeloid diff MLP GFP+ MAC1+ %: 0.3

How did N#CC(NC(=O)OCc1ccccc1)c1ccccc1 (stereo unspecified) do in these assays?
Myeloid diff MLP: inactive; UTI89 phage lysis: -0.7%; Myeloid diff MLP GFP+ MAC1+ %: 2.5

What do the screens show for `CCCC/C=C/C(NC(=O)c1ccc(C(=O)OC)cc1)c1ccccc1` (stereo unspecified)?
Myeloid diff MLP: inactive; UTI89 phage lysis: 1.8%; Myeloid diff MLP GFP+ MAC1+ %: 2.2

What do the screens show for `COc1ccc(CNC(=O)COC(=O)CO/N=C(\C)c2ccc3c(c2)OCO3)cc1`?
Myeloid diff MLP: inactive; UTI89 phage lysis: 0.7%[50 µM]; Myeloid diff MLP GFP+ MAC1+ %: 1.2

Results for C=CCC[C@@H](Cc1ccc(F)cc1)C(=O)OC[C@@H]1CCCN1C(=O)[C@@H](CC=C)CC(=O)N(CCO)Cc1ccccc1 ?
Myeloid diff MLP: inactive; UTI89 phage lysis: -2.0%; Myeloid diff MLP GFP+ MAC1+ %: 1.8

How did COc1ccc2c(c1)OC[C@H]1[C@H]2N2C(=O)CN(CC3CCCO3)C(=O)[C@@]2(C)[C@H]1c1ccccc1 (stereo partly specified) do in these assays?
Myeloid diff MLP: inactive; UTI89 phage lysis: 0.3%; Myeloid diff MLP GFP+ MAC1+ %: 1.9

What do the screens show for `Cc1nc(-c2ccccc2)sc1C1(C)CC(c2cccc(F)c2)=NO1` (stereo unspecified)?
Myeloid diff MLP: inactive; UTI89 phage lysis: -1.1%; Myeloid diff MLP GFP+ MAC1+ %: 1.9

Results for COc1ccc(CCCCCCOCc2ccccc2)cc1 ?
Myeloid diff MLP: inactive; UTI89 phage lysis: 2.1%; Myeloid diff MLP GFP+ MAC1+ %: 1.4

What do the screens show for `CCn1cnc2c(Nc3cc(F)cc(F)c3)nc(C#N)nc21`?
Myeloid diff MLP: inactive; UTI89 phage lysis: -0.1%; Myeloid diff MLP GFP+ MAC1+ %: 1.0

How did CCOC(=O)C1CC(=O)c2ccccc2C1c1ccccc1 (stereo unspecified) do in these assays?
Myeloid diff MLP: inactive; UTI89 phage lysis: -0.3%; Myeloid diff MLP GFP+ MAC1+ %: 0.7

Results for COc1ccc(NS(=O)(=O)c2cccc(C(=O)NNC(=O)CNC(=O)c3ccc(C)cc3)c2)cc1 ?
Myeloid diff MLP: inactive; UTI89 phage lysis: 1.2%[50 µM]; Myeloid diff MLP GFP+ MAC1+ %: 1.3

What do the screens show for `CCOC(=O)c1ccc(COC(=O)c2ccc(-c3nnc(-c4ccccc4)o3)cc2)o1`?
Myeloid diff MLP: inactive; UTI89 phage lysis: 0.0%; Myeloid diff MLP GFP+ MAC1+ %: 0.7

How did CCN1CCN(S(=O)(=O)c2ccc(Cl)c(C(=O)NCc3ccco3)c2)CC1 do in these assays?
Myeloid diff MLP: inactive; UTI89 phage lysis: 1.0%[50 µM]; Myeloid diff MLP GFP+ MAC1+ %: 1.0

Results for COc1ccccc1NS(=O)(=O)c1cc(NC(=O)Cc2n[nH]c(=O)c3ccccc23)ccc1Cl ?
Myeloid diff MLP: inactive; UTI89 phage lysis: 2.1%; Myeloid diff MLP GFP+ MAC1+ %: 6.3

What do the screens show for `COc1ccc(C(=O)O)cc1S(=O)(=O)NCc1ccncc1`?
Myeloid diff MLP: inactive; UTI89 phage lysis: -1.8%; Myeloid diff MLP GFP+ MAC1+ %: 0.9

What do the screens show for `Cc1ccc(N2C(=O)C3C4CCC(O4)C3C2=O)c(OC(F)F)c1` (stereo unspecified)?
Myeloid diff MLP: inactive; UTI89 phage lysis: 2.0%[50 µM]; Myeloid diff MLP GFP+ MAC1+ %: 0.6

Results for Cc1ccccc1CN(C)C(=O)[C@H](Cc1ccccc1)NC(=O)c1ccco1 ?
Myeloid diff MLP: inactive; UTI89 phage lysis: 4.2%; Myeloid diff MLP GFP+ MAC1+ %: 1.8

What do the screens show for `CCN(CC(=O)NCc1ccc(Cl)cc1)C(=O)CCC(=O)c1ccc(F)cc1`?
Myeloid diff MLP: active; UTI89 phage lysis: 0.6%[50 µM]; Myeloid diff MLP GFP+ MAC1+ %: 2.7*

How did C[C@@H](C(=O)Nc1nccs1)N1C(=O)C2CC=CCC2C1=O (stereo partly specified) do in these assays?
Myeloid diff MLP: inactive; UTI89 phage lysis: -1.8%; Myeloid diff MLP GFP+ MAC1+ %: 1.0

What do the screens show for `Cc1ccc(N(C)S(=O)(=O)c2cccc(C(=O)N3CCN(Cc4ccccc4)CC3)c2)cc1`?
Myeloid diff MLP: inactive; UTI89 phage lysis: 0.5%[50 µM]; Myeloid diff MLP GFP+ MAC1+ %: 0.1

Results for CC(=O)c1ccc(S(=O)(=O)N2CCN(c3nn(C)c(=O)n(C)c3=O)CC2)cc1 ?
Myeloid diff MLP: inactive; UTI89 phage lysis: 0.9%[50 µM]; Myeloid diff MLP GFP+ MAC1+ %: 1.2

Results for O=C(CN(Cc1ccccc1)C(=O)CCl)c1cccc(Br)c1 ?
Myeloid diff MLP: inactive; UTI89 phage lysis: -0.6%; Myeloid diff MLP GFP+ MAC1+ %: 2.7

What do the screens show for `COC(=O)Nc1ccc(S(=O)(=O)N2CCCC(C(=O)NCC3CCCO3)C2)cc1` (stereo unspecified)?
Myeloid diff MLP: inactive; UTI89 phage lysis: -0.6%; Myeloid diff MLP GFP+ MAC1+ %: 0.8

6 structures from above, arranged by formula weight, descending.
Results for COc1ccccc1NS(=O)(=O)c1cc(NC(=O)Cc2n[nH]c(=O)c3ccccc23)ccc1Cl ?
Myeloid diff MLP: inactive; UTI89 phage lysis: 2.1%; Myeloid diff MLP GFP+ MAC1+ %: 6.3

What do the screens show for `Cc1ccc(N(C)S(=O)(=O)c2cccc(C(=O)N3CCN(Cc4ccccc4)CC3)c2)cc1`?
Myeloid diff MLP: inactive; UTI89 phage lysis: 0.5%[50 µM]; Myeloid diff MLP GFP+ MAC1+ %: 0.1

Results for CC(=O)c1ccc(S(=O)(=O)N2CCN(c3nn(C)c(=O)n(C)c3=O)CC2)cc1 ?
Myeloid diff MLP: inactive; UTI89 phage lysis: 0.9%[50 µM]; Myeloid diff MLP GFP+ MAC1+ %: 1.2

Results for Cc1ccccc1CN(C)C(=O)[C@H](Cc1ccccc1)NC(=O)c1ccco1 ?
Myeloid diff MLP: inactive; UTI89 phage lysis: 4.2%; Myeloid diff MLP GFP+ MAC1+ %: 1.8

What do the screens show for `Cc1ccc(N2C(=O)C3C4CCC(O4)C3C2=O)c(OC(F)F)c1` (stereo unspecified)?
Myeloid diff MLP: inactive; UTI89 phage lysis: 2.0%[50 µM]; Myeloid diff MLP GFP+ MAC1+ %: 0.6

What do the screens show for `COc1ccc(C(=O)O)cc1S(=O)(=O)NCc1ccncc1`?
Myeloid diff MLP: inactive; UTI89 phage lysis: -1.8%; Myeloid diff MLP GFP+ MAC1+ %: 0.9

The list goes on.
Results for COc1cc(C(=O)OCC(=O)Nc2ccccc2C(=O)NC2CC2)c([N+](=O)[O-])cc1OC ?
Myeloid diff MLP: inactive; UTI89 phage lysis: 0.7%[50 µM]; Myeloid diff MLP GFP+ MAC1+ %: 2.0

How did O=C(Nc1ccccc1N1CCCCC1)C1CCN(C(=O)c2ccc(Cl)cc2)CC1 do in these assays?
Myeloid diff MLP: inactive; UTI89 phage lysis: -0.6%[50 µM]; Myeloid diff MLP GFP+ MAC1+ %: 0.6

How did Cc1cccc(NC(=O)c2ccc(S(=O)(=O)N(C)c3ccccc3)cc2)n1 do in these assays?
Myeloid diff MLP: inactive; UTI89 phage lysis: 0.7%; Myeloid diff MLP GFP+ MAC1+ %: 1.0

How did N#Cc1c(-c2ccccc2)cc(-c2ccc(O)cc2)nc1N do in these assays?
Myeloid diff MLP: inactive; UTI89 phage lysis: 0.4%; Myeloid diff MLP GFP+ MAC1+ %: 0.4

How did S=C(NCCc1ccccc1)Nc1ncccn1 do in these assays?
Myeloid diff MLP: inactive; UTI89 phage lysis: 1.2%; Myeloid diff MLP GFP+ MAC1+ %: 1.0

Results for COc1ccc(-c2sc3cc4c(cc3c2C#CCO)OCO4)cc1 ?
Myeloid diff MLP: inactive; UTI89 phage lysis: -0.2%; Myeloid diff MLP GFP+ MAC1+ %: 0.3

How did CC(=O)Nc1ccc(S(=O)(=O)N(C)CC(=O)OCC(=O)c2ccc[nH]2)cc1 do in these assays?
Myeloid diff MLP: inactive; UTI89 phage lysis: -1.4%; Myeloid diff MLP GFP+ MAC1+ %: 0.6

What do the screens show for `CC1(C)CC(=O)N(c2cc(Cl)cc(Cl)c2)C(=O)C1`?
Myeloid diff MLP: inactive; UTI89 phage lysis: 0.1%; Myeloid diff MLP GFP+ MAC1+ %: 0.4

How did CC1CCCCC1NC(=O)COC(=O)c1ccc2c(c1)OCCO2 (stereo unspecified) do in these assays?
Myeloid diff MLP: inactive; UTI89 phage lysis: -0.6%; Myeloid diff MLP GFP+ MAC1+ %: 0.2

How did O=C(O)CCCC(=O)OCc1c(-c2ccccc2)ncc2ccccc12 do in these assays?
Myeloid diff MLP: inactive; UTI89 phage lysis: 2.2%; Myeloid diff MLP GFP+ MAC1+ %: 2.7
